S100A4 inh HTS: blocks human S100A4 binding to myosin IIA peptide; P26447; S100A4/TAMRA-MyoIIA peptide fluorescence polarization; inhibition, % at 10.7 µM; actives 0.14% (n = 360,000); AID 652163;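 active = mean inhibition of at least 70% across replicates, with every replicate also reaching that level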
Target sequence (P26447 whole entry, looked up): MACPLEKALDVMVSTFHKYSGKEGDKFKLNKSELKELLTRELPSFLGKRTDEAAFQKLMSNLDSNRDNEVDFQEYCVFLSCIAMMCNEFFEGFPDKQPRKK
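Compound dosing: one dose per compound; test system: human S100A4 monomer with TAMRA-labelled myosin IIA peptide; probe or stimulus: TAMRA-labelled myosin IIA heavy-chain peptide probe, 5 nM; medium: HEPES buffer with Ca2+, pH 7.2; schedule: 5 min incubation before reading; benchmarks: neutral control DMSO, positive control TFP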
C2C12 statin: suppressors of simvastatin-induced myotoxicity in C2C12 myotubes; AID 602340; actives 0.78% (n = 330,000); ATP luminescence, 48 h; scaled: DMSO 0, geranylgeraniol control 100; rescue of ATP level, % at 7.49 µM;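 active = mean ATP rescue above about 67%, or every replicate alone reaching that limit, limit read from the data, passing the limit was not always enough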;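 note: myotubes were challenged with 10 µM simvastatin during compound exposure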
SIRT5 inh: inhibitors of human sirtuin-5 desuccinylase | Q9NXA8 | Purified SirT5, succinyl-peptide AMC, trypsin-coupled fluorescence | inhibition, % at 15 µM | actives 1.1% (n = 330,000) | AID 652115; in the data active = inhibition above about 15%
Target sequence (Q9NXA8 whole entry, looked up): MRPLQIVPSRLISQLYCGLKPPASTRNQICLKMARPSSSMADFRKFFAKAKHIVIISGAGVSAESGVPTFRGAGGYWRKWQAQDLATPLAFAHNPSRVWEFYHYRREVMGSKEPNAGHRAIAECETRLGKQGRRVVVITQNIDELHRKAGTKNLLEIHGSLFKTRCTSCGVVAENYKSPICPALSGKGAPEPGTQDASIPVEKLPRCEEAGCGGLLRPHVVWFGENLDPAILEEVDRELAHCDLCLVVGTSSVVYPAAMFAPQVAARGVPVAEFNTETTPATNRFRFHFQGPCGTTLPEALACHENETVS
LGR2 inh: Drosophila LGR2 receptor signaling inhibition; inhibition, % at 9.99 µM; actives 0.35% (n = 380,000); HEK293 LGR2, CRE-luciferase, bursicon-stimulated, 4 h;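 active = drop in luminescence signal, shown as inhibition above about 50% in the replicate tests, limit read from the data, passing the limit was not always enough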;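 note: agonist challenge used bursicon conditioned medium at about half maximal strength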
CASP6 VEID inh: caspase-6 (human) enzyme inhibition. P55212. purified caspase-6, Z-VEID-R110 cleavage fluorescence. inhibition, % at 12.5 µM. actives 0.53% (n = 350,000). AID 686996;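 active = mean inhibition across replicates at least about 35%, with every replicate also reaching that limit, limit read from the data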;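 note: 0% = median of neutral control wells and 100% = no fluorescence left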
Target sequence (P55212 24-179 limits assumed): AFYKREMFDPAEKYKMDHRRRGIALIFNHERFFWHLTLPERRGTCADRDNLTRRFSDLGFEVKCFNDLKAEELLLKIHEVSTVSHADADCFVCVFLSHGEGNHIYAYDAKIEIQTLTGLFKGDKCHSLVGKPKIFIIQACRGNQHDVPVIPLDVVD
Target sequence (P55212 194-293 limits assumed): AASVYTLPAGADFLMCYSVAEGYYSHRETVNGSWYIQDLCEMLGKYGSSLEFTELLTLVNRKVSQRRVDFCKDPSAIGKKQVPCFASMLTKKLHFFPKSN
esBAF inh: inhibitors of esBAF chromatin remodeling in mouse ES cells | Bmi1-luciferase knock-in reporter, 24 h; 100% = twice the neutral-well signal | reporter increase, % at 12.5 µM | actives 2% (n = 350,000) | AID 602393; in the data active = activation above about 40%;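 note: 0% = median of the plate's neutral control wells and 100% = double that signal; a rise in the Bmi1 reporter signal indicates esBAF inhibition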
FN deposition inh: fibronectin deposition inhibition; AH1F fibroblasts, Alexa488-fibronectin deposition fluorescence, overnight; inhibition, % at 12.6 µM; actives 0.086% (n = 350,000); AID 743247;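 active = mean inhibition across replicates of 30% or more, regardless of how many single replicates reach that level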;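 note: positive control wells lacked labelled fibronectin entirely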
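Assay system: AH1F fibroblasts assembling fluorescent fibronectin matrix; Amount: 10000 AH1F cells per well; Buffer or medium: DMEM, 2% serum; Probe or stimulus: Alexa488-fibronectin, 24 nM final in well; Doses: single compound dose, delivered by pin transfer; Incubation: 1 h adhesion, overnight exposure; Measured by: fluorescence 485/525 nm; Read-out: fibronectin deposition inhibition.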
Starred values were filed as active, the others as inactive; x = no result given; & = joins results of further samples. This is a subset (hit frequency here may not be typical).

SMILES	S100A4 inh HTS	C2C12 statin	SIRT5 inh	LGR2 inh	CASP6 VEID inh	esBAF inh	FN deposition inh
CCCN(C)C[C@@H]1OCCCC[C@@H](C)Oc2ccc(NS(=O)(=O)c3ccc(C)cc3)cc2C(=O)N([C@H](C)CO)C[C@@H]1C	-4	x	4	-3	-2	x	x
CCOC(=O)Nc1ccc(S(=O)(=O)N(C)C(C)C)cc1	x	-29	x	x	x	10	9
CCOC(=O)N1CCC(NC(=O)c2ccc(CNS(=O)(=O)c3ccc(F)cc3)cc2)CC1	9	-17	1	x	-2	-12	x
C/C(=N\NC(=O)c1c(Cl)cnn1C)c1cccc(NC(=O)C(C)C)c1	0	x	-2	5	1	x	2
O=C(COC(=O)CCS(=O)(=O)c1ccccc1)Nc1cc(S(=O)(=O)N2CCCCC2)ccc1Cl	-3	-22	-11	-7	0	3	-3
O=C(NCC1([N+](=O)[O-])CN(C(=O)c2ccccc2)CN(C(=O)c2ccccc2)C1)c1ccccc1	-4	1	-5	11	-5	-7	1
CN(NC(=O)c1ccc(Cl)cc1Cl)C1=NS(=O)(=O)c2ccccc21	-1	-6	1	3	1	-1	-8
CCOC(=O)C1(C)Oc2cccnc2NC1=O (stereo not drawn)	-1	x	0	-2	-2	x	3
CCC/C(=N/NC(=O)c1ccccc1Cl)c1ccccc1	0	6	0	-15	0	-7	-7
Cc1noc(C)c1S(=O)(=O)Nc1ccc2c(c1)C(=O)N([C@H](C)CO)C[C@@H](C)[C@H](CN(C)C(=O)Nc1ccc(F)cc1)OCCCC[C@@H](C)O2	2	x	3	9	2	12	-8
COc1ccc(C(=O)CC(=O)c2ccccc2)cc1	-6	0	-1	-49	-2	70*	-7
CC1=NN(c2ccccc2)C(=O)/C1=C\c1cc(C)n(-c2cccnc2)c1C	-5	x	-2	-64	0	x	7
Cc1noc(C)c1S(=O)(=O)N(C)C[C@@H]1OCCCC[C@@H](C)Oc2ccc(NC(=O)Nc3ccccc3)cc2C(=O)N([C@H](C)CO)C[C@H]1C	-1	x	5	1	-1	5	-5
CCOC(=O)CC1C(=O)NCCN1C(=O)c1cc2c(=O)n3cccc(C)c3nc2s1 (stereo not drawn)	-1	-11	-35	-22	-1	3	-1
Cc1cccc(NC(=O)CSc2nnc(NC(=O)c3ccco3)s2)c1	4	x	-2	-12	2	x	1

The final 7 records of the part before are carried over, then new ones follow:
SMILES	S100A4 inh HTS	C2C12 statin	SIRT5 inh	LGR2 inh	CASP6 VEID inh	esBAF inh	FN deposition inh
CCC/C(=N/NC(=O)c1ccccc1Cl)c1ccccc1	0	6	0	-15	0	-7	-7
Cc1noc(C)c1S(=O)(=O)Nc1ccc2c(c1)C(=O)N([C@H](C)CO)C[C@@H](C)[C@H](CN(C)C(=O)Nc1ccc(F)cc1)OCCCC[C@@H](C)O2	2	x	3	9	2	12	-8
COc1ccc(C(=O)CC(=O)c2ccccc2)cc1	-6	0	-1	-49	-2	70*	-7
CC1=NN(c2ccccc2)C(=O)/C1=C\c1cc(C)n(-c2cccnc2)c1C	-5	x	-2	-64	0	x	7
Cc1noc(C)c1S(=O)(=O)N(C)C[C@@H]1OCCCC[C@@H](C)Oc2ccc(NC(=O)Nc3ccccc3)cc2C(=O)N([C@H](C)CO)C[C@H]1C	-1	x	5	1	-1	5	-5
CCOC(=O)CC1C(=O)NCCN1C(=O)c1cc2c(=O)n3cccc(C)c3nc2s1 (stereo not drawn)	-1	-11	-35	-22	-1	3	-1
Cc1cccc(NC(=O)CSc2nnc(NC(=O)c3ccco3)s2)c1	4	x	-2	-12	2	x	1
CN(Cc1ccco1)C(=O)CSc1nc(C2CC2)n(-c2ccccc2)n1	5	25	-2	-4	5	5	-1
COc1ccc(OCc2cc(C(=O)N3CCCN(C(C)=O)CC3)no2)c(Cl)c1	-1	1	-2	-6	0	28	21
C[C@H]1CN([C@@H](C)CO)C(=O)c2ccccc2-c2ccccc2CO[C@H]1CN(C)Cc1ccccc1	-2	x	2	-14	-2	-5	-19
COc1cccc(CN(C)CC(=O)Nc2ccccc2C(=O)Nc2ccccc2)c1	-3	6	-4	12	-1	2	x
Cc1nn(C(C)C(=O)Nc2ccc(Cl)cn2)c(C)c1[N+](=O)[O-] (stereo not drawn)	3	1	-4	12	4	-2	x
Cc1cccc(C2=NN(c3ccccc3)[C@@H](C(=O)N3CCOC3=O)[C@@H]2C)c1	-5	2	-3	7	-1	2	x
Cc1nn2c3ccccc3n(CC(=O)c3cccs3)c2nc1=O	-1	x	-4	-26	-1	x	7
S=C1c2ccccc2CN1c1ccccc1	x	0	x	-31	x	29	8
C=CCC1C=C(C)CC(CC=C)N1 (stereo not drawn)	24	5	-1	22	-8	-1	10
CN1CCN(C(=O)C[C@@H]2CC[C@H](NC(=O)Cc3ccccn3)[C@H](CO)O2)CC1	2	1	-3	-5	1	3	-9
C[C@@H]1CN([C@H](C)CO)S(=O)(=O)c2ccc(-c3cccnc3)cc2O[C@@H]1CN(C)C(=O)CC1CC1	108*	-6	3	9	2	-2	x
CCCCCC(=O)Nc1cc(S(=O)(=O)O)cc2cc(S(=O)(=O)O)cc(O)c12	12	x	36*	-2	98*	x	-2
O=C1NC[C@H](CCCCN2C[C@H](Cc3ccc(O)cc3)N(CCc3ccc(O)cc3)C(=O)C2=O)N(CC2CCCCC2)C1=O	0	x	x	3	12	x	-11
Cn1c(C(=O)NCCN2CCOCC2)cc2c(=O)n(C)c3ccccc3c21	-2	4	x	-13	0	3	-4
Cc1noc(C)c1NC(=O)Nc1ccc2c(c1)CC(=O)N([C@H](C)CO)C[C@@H](C)[C@H](CN(C)C(=O)Nc1ccc3c(c1)OCO3)O2	-48	0	0	-17	-2	5	x
CCS(=O)(=O)Nc1ccc2c(c1)C(=O)N(C)[C@@H]1CC[C@H](CC(=O)OC)O[C@@H]1CO2	-3	11	-1	-1	-1	-2	-2
CCOc1ccc(N(C(=O)c2ccc(S(=O)(=O)N3CCCC3)cc2)C2C=CS(=O)(=O)C2)cc1 (stereo not drawn)	1	x	-3	8	0	x	2
O=C1CS(=O)(=O)c2ccccc2N1	6	1	-6	2	1	0	4
O=C(CSc1nnc(NC(=O)C2CC(=O)N(c3ccc(F)cc3)C2)s1)NCC1CCCO1 (stereo not drawn)	3	2	0	-2	5	0	x
C[C@H](CO)N1C[C@H](C)[C@H](CN(C)Cc2ccc(C(F)(F)F)cc2)Oc2ccc(NC(=O)c3ccncc3)cc2CC1=O	3	-2	2	15	0	2	-3
O=C(Cc1ccc(Cl)cc1)N1CCc2ccccc2C1	4	5	4	-58	-2	46*	9
O=C(C[C@@H]1C=C[C@H](NS(=O)(=O)c2ccc(F)cc2)[C@@H](CO)O1)N1CCc2ccccc2C1	-35	4	-1	5	3	3	-9
CCOC(=O)c1c(C)[nH]c(C(=O)OCC(=O)N2CCCC2=O)c1C	-3	1	-3	-70	3	47*	1
Cn1cccc1Cc1nnc(SCC(=O)Nc2ccc3c(c2)OCO3)n1CCc1ccccc1	-1	14	x	9	5	-5	5
Cc1ccc(S(=O)(=O)N(C)C[C@@H]2OCCCC[C@@H](C)Oc3ccc(NS(=O)(=O)c4ccccc4)cc3C(=O)N([C@@H](C)CO)C[C@@H]2C)cc1	-1	13	21*	-2	2	2	1
COc1ccc(CNC(=O)C2CCN(S(=O)(=O)c3ccc4nc5c(c(C(=O)O)c4c3)CCCC5)CC2)cc1	-3	-3	1	6	54*	-3	6
CC(OC(=O)CSc1ccccc1)C(=O)NC1CCCCC1C (stereo not drawn)	1	4	2	-13	1	-7	6
CCC(=O)N[C@@H]1CC[C@@H](CCn2cc(CN(C)C)nn2)O[C@@H]1CO	3	-1	6	4	0	-3	-9
C(=N\Nc1ccccn1)/c1ccc2c(c1)OCCO2	2	6	x	-25	0	-27	-3
CC1(C(=O)N2CCC(CC3CC(c4ccc(Cl)cc4)=NO3)(C(=O)NCC3CCCCC3)CC2)CC1 (stereo not drawn)	9	24	-4	-9	5	0	-12
C[C@@H]1CN([C@@H](C)CO)C(=O)CCCn2nncc2CO[C@@H]1CN(C)C(=O)CCC(F)(F)F	-53&1&-4	14&1&7	-3&-1&6	-3&-8	0&-1&4	2&0&2	1&-24
C/C(=N\NC(=O)c1ccc(Cl)cc1)c1cccc(NC(=O)c2cccnc2)c1	x	-4	x	-40	x	24	-2
NC(=O)c1cccc(NC(=O)Nc2ccc(Cl)cc2)c1	11	-11	-6	-1	-1	25	3
CN1C[C@H]2[C@@H](c3ccccc31)[C@H](CO)N2C(=O)Nc1ccccc1	x	-5	x	-7	x	3	x
CC(=O)c1ccc(NC(=O)CN2CCOCC2)cc1	-2	-3	4	-10	-2	1	-1
Cc1cc(NC(=O)C(C)Oc2ccc(Cl)cc2Cl)no1 (stereo not drawn)	4	18	-5	-21	2	7	4
CCOC(=O)c1c(C)c(C(=O)N2CCN(c3cccc(Cl)c3)CC2)c(C)n1C	x	18	x	11	x	-1	-6
O=C(OCc1ccccc1F)c1cc([N+](=O)[O-])ccc1N1CCOCC1	-9	-6	3	-13	-3	4	5
CCOc1cc(C2C3=C(CC(C)(C)CC3=O)N(C)C3=C2C(=O)CC(C)(C)C3)ccc1O	0	-18	5	0	3	-2	-2
O=C(N[C@@H]1CC[C@H](CC(=O)N2CCc3ccccc3C2)O[C@@H]1CO)C1CC1	-2	6	5	21	-7	-8	-4
COc1cc(OC)cc(-c2cc3nc4c(c(N5CCN(c6cnccn6)CC5)n3n2)CCCC4)c1	-4	x	-4	-56	0	x	-4
CCOC(=O)c1cnn(-c2ccccc2)c1NC(=O)c1ccccc1C	x	4	x	x	x	-8	10
O=C(Nn1cnnc1)c1cc(-c2cccc(Br)c2)nc2ccccc12	-5	x	2	2	3	x	-6
Cc1cc(-n2c(C)cc(C(=O)CSc3[nH]c(=O)cc(C(F)(F)F)c3C#N)c2C)no1	-2	2	-9	-36	21	-2	x
Cc1ccc(CC(NC(=O)c2ccccc2)C(=O)NC(C)C(=O)O)cc1 (stereo not drawn)	x	-21	x	-4	x	-4	7
CCn1c(CNC(=O)c2ccccc2Cl)cc2ccccc21	3	15	14	10	0	27	3
C[C@H]1CN([C@@H](C)CO)C(=O)c2cccc(NC(=O)Nc3ccc4c(c3)OCO4)c2O[C@H]1CN(C)C(=O)Nc1cccc2ccccc12	-89	-11	7	-27	-1	-7	x
CCOC(=O)CC12CN3CN(C1)CC(CC(=O)OCC)(C3)C2=O	-2	21	x	11	15	-6	-3
CCOc1ccc(C(=O)NNC(=O)CCNC(=O)c2ccc(Br)cc2)cc1OC	-1	-30	3	18	2	-1	-1
CCc1nc2c(OCCC3CCCCC3)cccn2c1N(C=O)Cc1ccccc1	10	-11	-3	14	2	6	x
O=C(OCC(=O)N1CCN(c2ccccc2)CC1)c1ccc2ncsc2c1	x	6	x	x	x	7	5
COc1ccccc1/C=C/c1onc(C)c1S(=O)(=O)N1CCC(C(=O)NC2CCCCCC2)CC1	3	-20	-1	4	4	-4	-17
CN(Cc1cn(Cc2ccccc2)nc1-c1ccc2c(c1)OCO2)Cc1nccn1C	-10	x	-3	-23	-5	x	x
O=C(COc1ccc2c(c1)oc(=O)c1ccccc12)NC(Cc1ccc(Cl)cc1)C(=O)O (stereo not drawn)	-1	-3	-17	0	2	2	x
N#Cc1ccc(C(=O)Nc2nc3ccccc3[nH]2)cc1	-3	-14	-5	-15	-7	25	9
Oc1ccc2ccccc2c1CNc1ccccn1	-8	0	-2	-43	0	-3	-11
CCOc1ccccc1N1CC(C(=O)Nc2ccccc2N2CCCC2)CC1=O (stereo not drawn)	-6	15	4	8	3	-2	-5
COc1ccc2[nH]c(=O)c(CN(CC3CCCO3)C(=S)Nc3ccccc3)cc2c1 (stereo not drawn)	-4	x	-3	x	7	x	-8

Screening results from PubChem BioAssay.
